# LmPK inhibitor: inhibitors of Leishmania mexicana pyruvate kinase; AID 1721; purified LmPK, Kinase-Glo ATP luminescence, 1 h; Potency, µM (doses to about 57.5 µM), for inactives: at the top dose activity change, negative = inhibition, hits mostly inhibitors; hit rate 0.37% among 290,000
# Target sequence (Q27686 whole entry, looked up): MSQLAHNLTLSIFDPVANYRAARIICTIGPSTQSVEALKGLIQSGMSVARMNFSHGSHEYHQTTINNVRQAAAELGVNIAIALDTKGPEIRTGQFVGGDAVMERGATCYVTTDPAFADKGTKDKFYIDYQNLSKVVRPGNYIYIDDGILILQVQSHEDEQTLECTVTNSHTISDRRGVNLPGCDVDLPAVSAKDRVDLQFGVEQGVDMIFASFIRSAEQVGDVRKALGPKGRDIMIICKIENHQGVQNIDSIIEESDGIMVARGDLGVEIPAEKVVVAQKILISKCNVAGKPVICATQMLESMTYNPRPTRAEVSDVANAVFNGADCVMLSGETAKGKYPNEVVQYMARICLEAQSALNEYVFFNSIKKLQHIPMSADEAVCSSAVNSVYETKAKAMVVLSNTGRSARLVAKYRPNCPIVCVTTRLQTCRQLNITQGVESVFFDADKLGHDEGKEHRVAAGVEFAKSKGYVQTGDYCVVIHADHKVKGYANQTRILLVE
#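 In 50 mM imidazole pH 7.2 with 7 mM MgCl2, LmPK (0.1 nM) turned over PEP (0.5 mM) and ADP (0.1 mM) for 1 h at room temperature. Luciferase read-out of ATP.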
# TbPYK inhibitor: blocks Trypanosoma brucei pyruvate kinase; TbPYK enzyme, Kinase-Glo Plus ATP luminescence, 45 min; Potency, µM (highest dose often 76.8 µM), for inactives: at the highest dose activity, negative = inhibition, usual class: inhibitors; Q57TT1; hit rate 0.12% among 410,000; note: nearly all actives have a fitted effect of over 50% in size
#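 In this concentration-response screen, enzyme-free wells defined baseline while DMSO plates tracked drift. Each reaction combined TbPYK, substrate, compound and 130 uM ADP for 45 min at room temperature. Kinase-Glo Plus luminescence gave the signal.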
# Pf growth 96h: P. falciparum growth inhibition at 96 hour, primary screen for plastid delayed-death inhibitors; P. falciparum luciferase reporter growth, 96 h; hit rate 6.9% among 320,000; Potency, µM (series often up to 28.7 µM), for inactives: at the highest dose activity change, negative = inhibition, most hits filed as inhibitors; AID 504834
#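 Two-generation exposure (96 h) targets delayed-death phenotype. Reporter parasites carrying integrated firefly luciferase, in red cells at 2% hematocrit and 0.05% parasitemia final, kept at 37 C, 5% CO2; luminescence loss indicates inhibition.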
# HCV inh: HCV inhibition; Huh7.5.1 HCVcc-Cre infection, luciferase reporter, 44 h; hit rate 3.4% among 340,000; Potency, µM (series often up to 41.8 µM), for the others: at the top dose activity change, negative = inhibition, most hits filed as inhibitors; AID 651820
#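 Luciferase read-out (15 sec integration) after a 15 min room-temperature substrate step quantifies HCVcc-Cre infection. Cells, 1,000 per well, had compound added 4 h post-plating, then virus at ~0.5 moi, and were cultured 44 h.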
# Pf growth 48h: P. falciparum growth inhibition at 48 hours (one generation). P. falciparum luciferase growth in erythrocytes, 48 h. Potency, µM (top dose mostly 28.7 µM), for inactives: at the highest dose activity change, negative = inhibition, most hits filed as inhibitors. hit rate 5.9% among 310,000. AID 504832
#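 Parasite viability was followed by luminescence of a genomically integrated firefly luciferase. Cultures held 0.1% parasitemia at 2% hematocrit (final), incubated under 5% CO2 at 37 C.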
# Sm TGR block: S. mansoni TGR enzyme inhibition; Q962Y6; purified TGR, DTNB reduction, TNB absorbance 405 nm; Potency, µM (series often up to 114 µM), for the others: at the top dose activity change, negative = inhibition, actives largely listed as inhibitors; hit rate 3% among 360,000; note: nearly all actives have a fitted effect of over 60% in size
#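 TGR 20 nM + NADPH 100 uM (dispensed conc.), cpd preinc 15 min RT; start with NADPH (500 uM addition) then DTNB (15 mM addition). Kinetic TNB absorbance, 405 nm filter. Four-parameter Hill fit across titration.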
# Starred values were filed as active, the others as inactive; ? = inconclusive; nt = not tested or not shown; & = joins results of further samples; [ ] = remark or other dose. Calls come from the whole dose curve; as a rule, active = well fitted curve in the direction sought with a large enough effect; inconclusive = small, poorly fitted or top-dose-only effect, or another doubt; inactive = no such curve, though single readings can be large; an effect the other way counts as inactive or inconclusive. % is set by controls: 0 for no effect and ±100 for the full control effect; potency is the fitted concentration of half-maximal effect.
smiles | LmPK inhibitor | Pf growth 48h | Pf growth 96h | TbPYK inhibitor | Sm TGR block | HCV inh
COc1ccc(-n2c3nc4ccccc4nc3c3c(=N)oc(C)nc32)cc1 | 2% | 29% | 7% | -7% | -14% | 36%[activator]
CCn1c(CCNC(=O)c2ccc(OC)cc2)nnc1SCC(=O)Nc1ccccc1F | 1% | -14% | 25% | 0% | 4% | 2%
CC1CCCN(C2=NC(=O)/C(=C/c3cn(-c4ccccc4)nc3-c3cccc(S(=O)(=O)N(C)C)c3)S2)C1 (stereo unspecified) | 1% | ? | 1.7µM* | 2% | 3% | ?
Cc1cccc(C)c1OCC(=O)N/N=C/c1cc2c(cc1[N+](=O)[O-])OCO2 | 12% | nt | ? | 2% | -1% | -23%
CC(Oc1cc(C(F)(F)F)cc(C(F)(F)F)c1)C(=O)NC(N)=O (stereo unspecified) | 0% | -13% | -19% | -3% | 32% | 1%
Cc1cc(NN)nc(Cc2ccccc2)n1 | -1% | 1%[0.00184 µM] | ? | 0% | -7% | -13%
CN(c1ncnc(N)c1[N+](=O)[O-])C1CCCCC1 | 1% | 32%[activator] | 20% | 0% | 6% | ?
O=C(Cn1c(C(F)(F)F)nc2ccccc21)c1ccccc1 | -2% | 41%[activator] | 32%[activator] | 3% | -24% | 11%
Cc1ccc(C2CC(C(F)(F)F)n3nc(C(=O)Nc4c(C)n(C)n(-c5ccccc5)c4=O)cc3N2)cc1 (stereo unspecified) | -1% | 2% | 70%[activator] | -19% | -4% | 7%
COc1ccc(NC(=S)NNC(=O)CCn2cc([N+](=O)[O-])cn2)cc1 | 3% | -2% | 46%[activator] | 4% | nt | 8%
CN(c1ccccc1C(=O)O)S(C)(=O)=O | 1% | 9% | -16% | -10% | 1% | 7%
COc1ccc(-c2nc3c(c(=O)[nH]c(=O)n3Cc3ccccc3)n2C)cc1 | 3% | 5% | nt | -13% | 1% | -1%
CN1CCN(C(=O)CCN2C(=O)c3ccccc3S2(=O)=O)CC1 | nt | -6% | 34%[activator] | -7% | 0% | 20%
CNS(=O)(=O)c1ccc(NC(=O)C(CCSC)NC(N)=O)cc1 (stereo unspecified) | 2% | -8% | nt | 4% | -17% | ?
COCCSc1nnc(NC(=O)C2CC(=O)N(c3ccc(Cl)cc3)C2)s1 (stereo unspecified) | 1% | 8% | ? | 0% | -5% | 17%
O=C(Cn1c(=O)cnc2ccccc21)N1CCN(S(=O)(=O)c2ccccc2Br)CC1 | nt | ? | -8% | 4% | 11% | 29%
CN(C)c1ccc(/C=N/NC(=O)CNC(=O)/C=C/c2ccccc2)cc1 | -14% | 115%[activator] | 6% | -7% | -10% | -23%
N#CCCN(Cc1ccccc1)C(=O)c1nccnc1C(=O)O | -6% | 9% | 2% | 0% | 9% | 0%
CC(=O)Nc1ccc(S(=O)(=O)N2CCN(C(=O)c3ccccc3F)CC2)cc1 | -3% | -15% | -18% | -6% | 5% | -4%
COC(=O)C1CCCN1C(=O)COc1ccc(Cl)cc1Br (stereo unspecified) | 2% | -7% | 8% | 8% | -8% | 16%
O=C(NCc1cccnc1)C1CC(c2ccc(F)cc2)=NO1 (stereo unspecified) | 2% | 3% | 0% | 4% | -26% | 15%
C/C(=N\Nc1ccccc1)c1c(O)n(C)c(=O)n(C)c1=O | 0% | 2% | 1% | -9% | -3% | 3%
O=C(Nc1cccc(Cl)c1)OCc1cnc(Cl)s1 | 0% | 18% | nt | 0% | -1% | 15%
O=C(NCCCn1ccnc1)c1ccco1 | 0% | 0% | nt | 0% | 0% | 0%
COc1cccc(C2C(C(C)=O)=C(O)C(=O)N2Cc2ccco2)c1 (stereo unspecified) | -3% | 26% | 39%[activator] | -17% | -2% | 8%

# The closing two compounds of the section above open the next one:
smiles | LmPK inhibitor | Pf growth 48h | Pf growth 96h | TbPYK inhibitor | Sm TGR block | HCV inh
O=C(NCCCn1ccnc1)c1ccco1 | 0% | 0% | nt | 0% | 0% | 0%
COc1cccc(C2C(C(C)=O)=C(O)C(=O)N2Cc2ccco2)c1 (stereo unspecified) | -3% | 26% | 39%[activator] | -17% | -2% | 8%
COc1cccc(CC(NC(C)=O)C(=O)NC2CCN(S(=O)(=O)c3ccc(C)cc3)CC2)c1OC (stereo unspecified) | 5% | 0% | -3% | -2% | 0% | 6%
O=C(Nc1ccc(Br)cc1)Nc1ccccc1Cl | -27% | 62%[activator] | -56% | -6% | -6% | ?
CCNC(=S)Nc1ccc(Cl)cc1Cl | 0% | 7% | -20% | -13% | 45µM* | -4%
CC1c2[nH]c3ccccc3c2CCN1S(C)(=O)=O (stereo unspecified) | 11% | ? | -1% | -1% | 1% | -10%&6%
O=[N+]([O-])c1ccc2nc(-c3ccc(Cl)cc3)n(OCc3ccccc3)c2c1 | 2% | 105%[activator] | 104%[activator] | 7% | -25% | 17%
CC(C)CNC(CC(=O)Nc1cccc([N+](=O)[O-])c1)C(=O)O (stereo unspecified) | 1% | 4% | 11% | -8% | 1% | 4%
O=C(NCC1CCCO1)c1cc(C(=O)C2CC2)c[nH]1 (stereo unspecified) | -3% | 3% | 20% | 2% | 2% | 8%
C/C(Cc1ccccc1)=N\NC(=O)c1cc(C(C)(C)C)[nH]n1 | -2% | 20% | ? | 3% | -2% | ?
Cc1ccccc1Cn1c(-c2cncs2)nc2ccccc21 | 1% | 1.5µM* | 14% | -6% | 2% | -7%
Cc1nc2ccccc2n1CCc1ccccc1 | 5% | -7% | -27% | 1% | 0% | 9%
CN(C(=O)COC(=O)c1ccc(=O)n(Cc2ccccc2)n1)c1ccccc1 | 2% | 34%[5.75 µM] | 28% | -13% | -8% | -3%
Nc1nonc1-n1nnc(C(=O)N/N=C/C2CCCCC2)c1-c1ccccc1 | 4% | 11% | 12% | -3% | 9% | 24%
CCOC(=O)N1CCN(C(=O)c2ccccc2Oc2ccccc2)CC1 | -5% | -5% | ? | 2% | 1% | -13%
COc1cc(OC)cc(C(=O)Nc2ccccc2-c2nnn(CC(N)=O)n2)c1 | -1% | ? | 18% | -1% | -9% | -19%
CN(C(=O)COc1ccc(Cl)cc1)C1(C)CCS(=O)(=O)C1 (stereo unspecified) | nt | 55%[activator] | -21% | -8% | -4% | 0%
Nc1nc(SCc2ccc(Br)cc2)n[nH]1 | -12% | 43%[activator] | 7% | 4% | 0% | 13%
Cc1ccc(CN2CCNC(=O)C2CC(=O)N(C)Cc2cnccn2)cc1 (stereo unspecified) | -2% | 28% | 13µM* | 1% | ? | 5%
COc1ccccc1/C=C/C=N/N1CCN(Cc2ccc(Cl)cc2)CC1 | 6% | ? | ? | 3% | 4% | ?
C=CCNCCCCOc1ccc(OCC)cc1 | 7% | nt | -16% | 2% | 1% | -1%
O=C(c1ccc(NS(=O)(=O)c2ccccc2)cc1)N1CCCCCC1 | -1% | 8% | -16% | -2% | -25% | 0%
CC(Sc1nnc(-c2ccccc2)c(-c2ccccc2)n1)C(=O)Nc1ncc(Cl)cc1Cl (stereo unspecified) | 1% | -17% | ? | 1% | -11% | ?
Cc1cc(Br)ccc1NC(=O)C1C2CCC(O2)C1C(=O)O (stereo unspecified) | -1% | 20% | ? | 6% | -4% | -4%
COc1cc(NS(=O)(=O)c2ccc(F)cc2)c(OC)cc1NC(C)=O | -1% | 2% | -1% | -6% | 0% | -5%
CC1=CC(c2ccccc2)n2nc(NS(=O)(=O)c3ccc(C)cc3)nc2N1 (stereo unspecified) | 6% | 10% | 7% | 0% | 35µM* | 2%
O=C(Nc1ccccc1N1CCN(C(=O)c2ccccc2)CC1)c1ccc(Cl)cc1 | 3% | ? | -36% | -3% | 1% | ?

# Six entries from above, with values under each structure.
# Each structure is followed by: LmPK inhibitor	Pf growth 48h	Pf growth 96h	TbPYK inhibitor	Sm TGR block	HCV inh
CC(C)CNC(CC(=O)Nc1cccc([N+](=O)[O-])c1)C(=O)O (stereo unspecified)
 : 1%	4%	11%	-8%	1%	4%
O=C(NCC1CCCO1)c1cc(C(=O)C2CC2)c[nH]1 (stereo unspecified)
 : -3%	3%	20%	2%	2%	8%
C/C(Cc1ccccc1)=N\NC(=O)c1cc(C(C)(C)C)[nH]n1
 : -2%	20%	?	3%	-2%	?
Cc1ccccc1Cn1c(-c2cncs2)nc2ccccc21
 : 1%	1.5µM*	14%	-6%	2%	-7%
Cc1nc2ccccc2n1CCc1ccccc1
 : 5%	-7%	-27%	1%	0%	9%
CN(C(=O)COC(=O)c1ccc(=O)n(Cc2ccccc2)n1)c1ccccc1
 : 2%	34%[5.75 µM]	28%	-13%	-8%	-3%

# The list continues:
smiles | LmPK inhibitor | Pf growth 48h | Pf growth 96h | TbPYK inhibitor | Sm TGR block | HCV inh
Cc1cccc(CSc2nn3c(=O)c(C)nnc3s2)c1 | 1% | 10µM* | ? | -7% | ? | 3%
Cc1nc2ccc(C(=O)Nc3cccc([N+](=O)[O-])c3)cc2s1 | 0% | ? | 1% | -2% | nt | ?
CCCCN1CC2([N+](=O)[O-])C=CC(=O)C([N+](=O)[O-])(C1)C2CC(=O)c1ccccc1 (stereo unspecified) | -3% | -11% | 64%[activator] | 7% | 22µM* | 2%
Cc1ccc2c(c1)N(C(=O)CCC(=O)N1CCC(C(N)=O)CC1)CCO2 | -3% | -3% | 19% | -1% | 12% | 4%
CCOc1ccc(N2C(=O)C(Cl)=C(N3CCOCC3)C2=O)cc1 | 1% | ? | ? | -12% | 22µM* | -12%
Cc1nnc2ccc(-c3cccc(NC(=O)c4ccc(Cl)nc4)c3)nn12 | 6% | ? | ? | 5% | 6% | 11%
CC(=O)c1cc(-c2ccccc2)[nH]c1N1CCOCC1 | -1% | nt | ? | -7% | 0% | -17%
Cc1ccc(P(=Nc2ccccc2)(N2CCOCC2)N2CCOCC2)o1 | -4% | 18% | ? | 9% | 3% | -6%
C#CCOCCOCCOCCNc1nc(N2CCN(C(=O)C(CCC(=O)O)n3cc(C(N)CC(C)C)nn3)CC2)nc(N2CCN(C(=O)C(Cc3cc4ccccc4[nH]3)n3cc(C(N)Cc4ccc(O)cc4)nn3)CC2)n1 (stereo unspecified) | 1% | -13% | 2% | -9% | 50%[activator] | -8%[8.37 µM]
COc1cc(/C=C2/C(=N)N3C(=NC2=O)SN=C3S(C)(=O)=O)ccc1OS(=O)(=O)c1ccccc1 | 2% | -8% | ? | nt | -17% | nt
CCOc1ccc(CNC(=O)CCn2c(=O)oc3ccccc32)cc1OC | 4% | ? | 9.3µM* | 0% | -2% | 12%
O=C(CCCC(=O)N(CC(=O)NC1CCCC1)Cc1ccccc1Cl)Nc1ccccn1 | 2% | ? | -36% | 1% | 6% | 17%
CC1=CC(c2ccccc2)n2nc(NC(=O)CCCC(=O)O)nc2N1 (stereo unspecified) | -1% | 16% | 29% | 3% | 20µM* | 10%
CC1Sc2ccc(S(=O)(=O)CCC(=O)Nc3ccccn3)cc2NC1=O (stereo unspecified) | -1% | 14% | 9.3µM* | -3% | ? | 9%
CCCOc1ccc(N2C(=O)CC(N(Cc3ccc(OC)cc3)C(=S)Nc3ccccc3)C2=O)cc1 (stereo unspecified) | 4% | ? | ? | 1% | 7% | 14%
CC(OC(=O)CNC(=O)c1cccc(F)c1)C(=O)NC1CCCCC1C (stereo unspecified) | nt | ? | -1% | 4% | 0% | -19%
CCOC(=O)Nc1cccc(OCC(=O)Nc2ccccc2OCC)c1 | 10% | ? | nt | 5% | -4% | ?
Cc1ccc(N2C(=NC(=O)c3ccccc3)SC3CS(=O)(=O)CC32)cc1 (stereo unspecified) | -9% | -2% | 8% | 1% | -26% | 11%
Cc1onc(-c2ccccc2Cl)c1C(=O)OCC(=O)c1ccc2c(c1)OCCO2 | 1% | -17% | ? | 0% | -11% | -63%
CC(=O)c1ccc(-c2ccc([C@H]3[C@@H]4C=CCC[C@@]4(C)C(=O)N3Cc3ccccc3)c(F)c2)cc1 | 3% | 12µM* | ? | -3% | 4% | ?
O=C(COC(=O)c1ccc(O)cc1)Nc1ccc(OC(F)F)cc1 | 2% | 1% | 0% | 0% | 4% | -17%
